# C8 TRAIL sens = sensitizes caspase-8 expressing cells to TRAIL; AID 624354; inhibition (viability loss, TRAIL sensitization), % at 10 µM; 360,000 tested, 1% active; NB7+C8 cells + TRAIL, ATPlite viability luminescence;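 active = compounds causing at least 50% loss of cell viability in the single-dose screen, relative to plate controls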
# NCOA2 inhibitor = inhibits human steroid receptor coactivator 2 | Q15596 | HEK293 GAL4-SRC2 luciferase reporter, luminescence | inhibition, % at 9 µM | 370,000 tested, 0.17% active | AID 651957;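 active = inhibition above the mean inhibition of all tested compounds plus 3 SD, set per campaign, cut at about 52% in these data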;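 also: 0% = DMSO treated cells and 100% = cells given Gossypol at 36 µM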
# Target sequence (Q15596 whole entry, looked up, the tested form may be a part): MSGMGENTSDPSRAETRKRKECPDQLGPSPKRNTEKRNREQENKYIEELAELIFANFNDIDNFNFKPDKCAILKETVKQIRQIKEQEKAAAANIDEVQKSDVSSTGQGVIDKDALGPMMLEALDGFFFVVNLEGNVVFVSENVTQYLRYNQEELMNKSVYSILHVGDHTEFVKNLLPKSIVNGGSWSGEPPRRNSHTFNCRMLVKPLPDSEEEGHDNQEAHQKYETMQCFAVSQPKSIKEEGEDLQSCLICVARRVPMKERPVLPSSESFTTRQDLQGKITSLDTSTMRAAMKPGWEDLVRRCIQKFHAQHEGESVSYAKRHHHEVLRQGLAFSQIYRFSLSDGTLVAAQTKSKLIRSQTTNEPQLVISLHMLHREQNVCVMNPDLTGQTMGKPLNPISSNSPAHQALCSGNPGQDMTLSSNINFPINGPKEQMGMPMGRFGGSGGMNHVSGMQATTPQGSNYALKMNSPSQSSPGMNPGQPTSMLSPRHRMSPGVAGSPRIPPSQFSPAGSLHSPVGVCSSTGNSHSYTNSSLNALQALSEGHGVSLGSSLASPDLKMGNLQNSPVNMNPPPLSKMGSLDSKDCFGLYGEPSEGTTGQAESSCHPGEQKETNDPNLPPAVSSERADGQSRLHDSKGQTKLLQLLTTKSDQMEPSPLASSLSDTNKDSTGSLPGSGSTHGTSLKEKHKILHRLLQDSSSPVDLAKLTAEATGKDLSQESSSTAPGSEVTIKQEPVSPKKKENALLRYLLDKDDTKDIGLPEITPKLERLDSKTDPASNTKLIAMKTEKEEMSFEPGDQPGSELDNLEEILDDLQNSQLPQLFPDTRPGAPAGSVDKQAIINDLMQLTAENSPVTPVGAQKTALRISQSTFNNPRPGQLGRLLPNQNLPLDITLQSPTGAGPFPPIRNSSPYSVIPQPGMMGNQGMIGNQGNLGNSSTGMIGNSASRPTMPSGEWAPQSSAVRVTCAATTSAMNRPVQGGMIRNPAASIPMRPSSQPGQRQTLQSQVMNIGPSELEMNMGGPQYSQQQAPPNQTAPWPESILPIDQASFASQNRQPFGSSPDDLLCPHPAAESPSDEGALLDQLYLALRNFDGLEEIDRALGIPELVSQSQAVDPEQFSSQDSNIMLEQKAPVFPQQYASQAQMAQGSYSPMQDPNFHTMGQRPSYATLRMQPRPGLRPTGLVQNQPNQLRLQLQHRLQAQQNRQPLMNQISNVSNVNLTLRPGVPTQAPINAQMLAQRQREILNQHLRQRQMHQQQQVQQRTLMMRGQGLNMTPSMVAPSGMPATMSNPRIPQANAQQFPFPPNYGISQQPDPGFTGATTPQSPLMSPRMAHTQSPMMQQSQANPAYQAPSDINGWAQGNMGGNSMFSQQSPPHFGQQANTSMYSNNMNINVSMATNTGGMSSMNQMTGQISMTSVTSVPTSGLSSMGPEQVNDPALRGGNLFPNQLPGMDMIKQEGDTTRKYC
# LMP1 NFkB inh = inhibitors of Epstein-Barr LMP1-induced NF-kappaB reporter; 350,000 tested, 0.69% active; LMP1-induced NF-kappaB luciferase reporter cells, luminescence; inhibition, % at 12.5 µM; in the data active = inhibition above about 41%;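 also: 0% = neutral control wells and 100% = reference inhibitor control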
# TLR9-MyD88 inh = inhibitors of human TLR9-MyD88 binding; CHO BLA complementation TLR9-MyD88, CCF4 FRET ratio; AID 504734; inhibition, % at 4.98 µM; Q9NR96+Q99836; 340,000 tested, 0.21% active;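 active = inhibition above the mean over all tested compounds plus 3 SD, cut at about 21% in these data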;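 also: 0% = DMSO only wells and 100% = clavulanate BLA inhibitor control wells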
# NR2F2 inh = blocks human COUP-TFII nuclear receptor. inhibition, % at 8.6 µM. HEK293T NGFI-A luciferase reporter, luminescence. 370,000 tested, 0.7% active. P24468. AID 686940;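 active = inhibition above a per-plate cutoff, mean inhibition of test wells between control levels plus 3 SD, cut at about 38% in these data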;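 also: cells cotransfected with COUP-TFII expression vector driving the NGFI-A reporter; 0% = median of COUP-TF2 test wells and 100% = reporter-only cells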
# TROY signal inh = inhibitors of TROY-dependent NF-kB signaling | Q293 LMP1-TROYcd NF-kB luciferase reporter, 4 h | inhibition, % at 10 µM | 360,000 tested, 0.98% active | AID 1347056;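 active = compounds whose plate-normalised and pattern-corrected inhibition of the luciferase reporter signal at the single screening dose is 50% or more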
# SRC1 inh = human NCOA1 inhibition; Q15788; AID 588354; HEK293 GAL4-SRC1 luciferase reporter, luminescence; 360,000 tested, 0.12% active; inhibition, % at 3.6 µM;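 active = inhibition above the campaign mean plus 3 SD, with each screening campaign given its own cutoff, cut at about 60% in these data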;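 also: 0% = DMSO treated cells and 100% = gossypol at 36 µM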
# LRH-1 inv ag = inverse agonists of human LRH-1 (NR5A2); O00482; inhibition, % at 3.6 µM; HEK293T StAR-luciferase reporter, LRH-1 transfected, 24 h; 360,000 tested, 0.13% active;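 active = inhibition above the mean inhibition of all tested compounds plus 3 SD, cut at about 73% in these data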;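 also: 0% = DMSO wells and 100% = reporter-only cells lacking LRH-1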
# SRC3 inh = human NCOA3 inhibition. inhibition, % at 3.6 µM. Q9Y6Q9. HEK293 GAL4-SRC3 luciferase reporter, luminescence. AID 588352. 360,000 tested, 0.17% active;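 active = inhibition above a per-campaign cutoff, the mean of all compounds plus 3 SD, cut at about 60% in these data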;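 also: 0% = DMSO-treated cells and 100% = gossypol-treated cells at 36 µM; higher means less SRC3-driven luciferase light from the GAL4 reporter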
# Vif inh = blocks HIV Vif function; HEK293T cells, Vif self-association by quenched fluorescence, imaging, 24 h; inhibition, % at 7.49 µM; 340,000 tested, 0.35% active; AID 602346; in the data active = inhibition above about 50%, passing the limit was not always enough; also: some results filed as inactive read as strong as hits
# NOD2-RIPK2 inh = blocks binding of human NOD2 to RIPK2 | 360,000 tested, 0.38% active | CHO BLA complementation NOD2-RIPK2, CCF4 ratio | O43353 | AID 624267 | inhibition, % at 4.98 µM; in the data active = inhibition above about 21%;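 also: 0% = vehicle only and 100% = reference blocker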
# Active calls of the source: *; nt = not tested or not shown.
SMILES,C8 TRAIL sens,NCOA2 inhibitor,LMP1 NFkB inh,TLR9-MyD88 inh,NR2F2 inh,TROY signal inh,SRC1 inh,LRH-1 inv ag,SRC3 inh,Vif inh,NOD2-RIPK2 inh
Cc1cc2c(cc1S(=O)(=O)NCc1ccccc1)NC(=O)CO2,-2,-10,1,-3,-14,5,7,12,-24,8,1
COc1ccc(C(=O)N2CCOC23CCN(c2ncccn2)CC3)cc1,-2,9,7,1,19,-2,3,0,11,4,6
O=C1C(=O)N(CCN2CCOCC2)C(c2ccccn2)/C1=C(/O)c1ccccc1 (centres undefined),-3,-35,4,-2,-12,1,-43,-39,-3,nt,-1
CC(C)N(C(=O)c1ccc(-c2ccccc2F)cc1)C(C)C,3,19,nt,nt,16,-23,8,-9,18,-6,4
c1ccc2c(c1)nc1n2CCS1,-6,1,-7,-4,14,5,-3,-13,9,-6,5
Cc1cccc(-n2[nH]c3c4c(ccc3c2=O)C(=O)c2ccccc2C4=O)c1,-12,26,-1,-2,15,9,-18,-12,10,-2,-2
CNc1nc2c(c(=O)[nH]c(=O)n2C)n1CCCc1ccccc1,14,-13,3,2,-9,-12,-28,6,3,8,7
NC(=O)C1(N2CCCCC2)CCN(C(=O)NC23CC4CC(CC(C4)C2)C3)CC1,5,-11,0,-1,-18,-3,-20,-15,-8,3,-10
CCN(CC)S(=O)(=O)c1cc(C(=O)Nc2cccnc2)ccc1Cl,-1,-3,2,0,8,5,-33,-4,-2,-2,-1
CCOC(=O)CCSCC(=O)Nc1cc(C)on1,-8,16,-8,6,8,-13,4,13,-24,8,-8
COc1ccc(C2=NOC(C(=O)NCCCn3ccnc3)C2)cc1 (centres undefined),-25,-6,-11,-6,3,-5,-6,0,6,1,-5
O=C1C(=Cc2ccccc2O)SC(=S)N1CCCN1CCOCC1,15,-9,-4,8,5,-19,-44,2,-17,-6,-1
O=C(NC1CCN(C(=O)Nc2ccc(F)cc2)CC1)c1ccc(F)cc1,-33,-21,9,-14,-3,0,7,-2,-15,4,0
Cc1ccc(C)c(C(=O)COC(=O)c2cc([N+](=O)[O-])ccc2N2CCOCC2)c1,-8,15,8,4,-6,-8,-20,10,9,16,4
O=C(CCN1C(=O)COc2ccccc21)NCCCN1CCN(c2ccccc2F)CC1,-20,-23,-2,-3,-22,5,-1,-12,15,-4,-13

# Rewritten as tab-separated lines: part of the list above.
SMILES	C8 TRAIL sens	NCOA2 inhibitor	LMP1 NFkB inh	TLR9-MyD88 inh	NR2F2 inh	TROY signal inh	SRC1 inh	LRH-1 inv ag	SRC3 inh	Vif inh	NOD2-RIPK2 inh
Cc1cc2c(cc1S(=O)(=O)NCc1ccccc1)NC(=O)CO2	-2	-10	1	-3	-14	5	7	12	-24	8	1
COc1ccc(C(=O)N2CCOC23CCN(c2ncccn2)CC3)cc1	-2	9	7	1	19	-2	3	0	11	4	6
O=C1C(=O)N(CCN2CCOCC2)C(c2ccccn2)/C1=C(/O)c1ccccc1 (centres undefined)	-3	-35	4	-2	-12	1	-43	-39	-3	nt	-1

# (listing goes on)
SMILES,C8 TRAIL sens,NCOA2 inhibitor,LMP1 NFkB inh,TLR9-MyD88 inh,NR2F2 inh,TROY signal inh,SRC1 inh,LRH-1 inv ag,SRC3 inh,Vif inh,NOD2-RIPK2 inh
COc1ccc(C(=O)N2CCC(C(=O)NC3CC3)CC2)cc1,12,16,2,5,-9,-16,-11,-4,-11,6,-4
Cc1nn(Cc2ccccc2)c(C)c1NC(=O)c1cccs1,7,-14,10,0,13,1,-14,1,-3,-8,1
CC(=O)c1cccc(NC(=O)C(C)N2CCc3ccccc3C2)c1 (centres undefined),-16,12,6,-1,2,6,1,-7,10,-1,-10
CC(NC(=O)c1ccc(Cl)c(Cl)c1)c1ccc(-c2ccccc2)cc1 (centres undefined),-4,11,5,1,2,39,5,-9,12,-7,5
COc1ccc2cc(-c3ccccc3F)ncc2c1,53*,-33,-12,-6,-56,2,-99,-91,-149,-3,-8
COc1ccc(Cn2c(CCC(=O)Nc3ccccc3OC)nc3cccnc32)cc1,-9,-2,4,-3,-17,7,0,2,15,-1,9
CC(=O)Nc1ccc(NC(=O)CCCSc2nc3ccccc3[nH]2)cc1,8,-2,4,-1,14,12,-16,1,22,8,-12
Fc1ccc(Cn2ccc(-c3cnc(-c4ccccc4)s3)n2)cc1,8,-63,-1,4,-11,-10,-69,-67,-42,2,-5
CCc1ccc2oc(-c3ccc(OC)cc3)cc(=Nc3c(C)n(C)n(-c4ccccc4)c3=O)c2c1,20,-23,-48,-8,-30,55*,-86,-99,-57,12,6
Cc1cccc(OCc2nc(C)cc(=O)[nH]2)c1,-6,-16,-13,4,6,-15,-15,12,2,-4,-5
CSc1nc2c(=S)[nH]c(=S)[nH]c2s1,-2,-8,nt,nt,8,-1,-1,8,13,0,6
CN(CC(O)Cn1cnc2c1c(=O)n(C)c(=O)n2C)c1ccccc1 (centres undefined),3,17,9,-3,1,-4,8,1,21,-3,2
Cc1ccc(C)c(C(O)c2ncc(-c3ccc(C(F)(F)F)cc3)[nH]2)c1 (centres undefined),1,-18,nt,nt,-6,15,8,6,6,-10,8
C[C@H](CO)NC(=O)[C@H](C)[C@@H]1C[C@@]1(C)[C@@H](NC(=O)OCc1ccccc1)c1ccccc1,12,2,-3,-2,2,6,-4,2,11,-4,0
CCCCNC(=S)NNC(=O)c1ccncc1,-3,3,-5,-1,-7,-2,-1,-8,7,-6,-9
CCOCc1nnc(NC(=O)CCC2CCCCC2)s1,-2,14,-15,-4,6,2,-2,23,-2,0,-3
CC(=O)c1c(C)[nH]c(C(=O)COC(=O)COc2ccccc2F)c1C,9,16,0,8,-10,7,-13,-13,-14,4,2
COc1cc(CNc2ccc(C)c(C)c2)cc(OC)c1OC,8,nt,14,-9,nt,11,-1,-6,-14,-9,-14
COC(=O)c1cccc2c(C(=O)O)cc(-c3ccccc3)nc12,-3,-37,-2,-3,12,-1,-9,1,-16,3,3
Cc1cccc(-n2ncc3c2CCCC3NC(=O)c2cccs2)c1C (centres undefined),30,5,2,-7,44*,19,3,-4,7,-22,-9
COc1ccc(C(=O)Nc2ccc(C(=O)OCC(=O)c3ccccc3)cc2)cc1,-15,-6,1,0,-7,-17,-7,-5,-20,nt,1
O=C(Nc1ccc(C(=O)O)cc1)/C(=C\c1ccc2c(c1)OCO2)NC(=O)c1ccc(Br)cc1,-6,6,3,8,6,-20,-5,-6,1,9,-9
Cc1ccc(C)c(N2CCN(C(=O)c3cc4sccc4n3C)CC2)c1,25,7,2,-6,3,11,-9,-10,6,10,-7
CCN(CC)S(=O)(=O)c1ccc2oc(C(=O)NC3CC3)c(C)c2c1,7,-14,-8,2,18,6,-5,-10,-12,10,5
CC(C)C(OC(=O)c1nsc(Cl)c1Cl)C(=O)NCc1ccccc1 (centres undefined),-5,-10,4,1,3,9,12,-16,12,3,-11
CC(C)CC(=O)NCCCN1CCN(CCCNC(=O)CC(C)C)CC1,5,7,-1,-5,13,-23,-16,2,2,15,4
COc1ccc(/C=C/C(=O)Nc2cccnc2)cc1OC,3,-55,-4,3,-32,-23,-45,-22,-22,-3,-8
CCN1CCN(C(=O)c2cc(COc3ccc(C(C)=O)cc3OC)on2)CC1,5,-49,-44,-17,-34,-27,-74,-74,-60,11,-16
CCNC(=O)COC(=O)CNC(=O)c1cc(Cl)cc([N+](=O)[O-])c1,15,10,-11,3,6,12,-1,-3,13,10,-13
Cc1cc([N+](=O)[O-])ccc1-c1ccc(/C=N/NC(=O)c2ccc(Br)o2)o1,18,-27,-1,1,-14,-9,-24,13,-24,-1,40*
O=C(COC(=O)c1cc2ccccc2cc1O)NC1CCCCC1,-2,7,-4,-2,6,-1,2,-10,-22,-2,-8
O=c1cc(-c2ccccc2)nc(SCc2ccccc2)[nH]1,-11,-28,3,1,7,2,5,-9,-4,nt,3
O=C(NCCCN1CCOCC1)c1cc(Cl)ccc1OCc1ccccc1,3,-16,-7,-8,4,-3,-15,5,-4,3,-4
Cc1ccccc1CSc1nnc(-c2ccccn2)n1N,-10,-47,-17,-4,-25,-22,-40,-48,-35,-4,4
O=[N+]([O-])c1ccc(S(=O)(=O)NN=Cc2ccc3c(c2)OCO3)cc1,-11,6,-3,0,-12,-15,-9,20,10,1,-8
Cc1cccc(NC(=S)N(Cc2ccc(Cl)cc2)Cc2ccc(C(=O)O)cc2)c1,-12,-26,1,7,-9,-3,15,2,-4,nt,9
CC1Cc2[nH]c(=S)[nH]c(=O)c2C(c2ccc(F)cc2)O1 (centres undefined),-18,-1,nt,nt,-3,7,nt,-23,nt,nt,-2
Cc1cc(N2C(=O)C3C4CCC(C4)C3C2=O)no1 (centres undefined),-2,-37,-4,-5,-8,-12,0,5,9,-1,5
CN1CCN(C2=CC3=CC(=C(C#N)C#N)CCC3CC2)CC1 (centres undefined),2,nt,0,3,nt,5,-3,16,10,nt,3
CC(C)(C)N(C=C(Cl)Cl)C(=O)NC1CCCCC1,2,-12,-9,-3,-5,-10,2,12,-3,nt,0
CN(c1ccccc1C(=O)Nc1cccnc1)S(C)(=O)=O,0,8,-6,1,-2,5,3,4,2,2,-2
Cc1ccc(C(=O)N/N=C/C=C/c2ccccc2)cc1,-1,-5,-1,1,2,-6,-17,-25,-18,13,-14
O=C(Nc1ccccc1)c1ccc(S(=O)(=O)NCc2ccco2)cc1,-10,4,-1,7,6,-13,10,21,6,-14,-6
COC(=O)c1cn(Cc2ccccn2)c(=O)c2ccccc12,2,0,-2,-2,-1,4,-7,-16,-5,12,-1
CCC(C)(C)NC(=O)c1cc(C(=O)OC)cc([N+](=O)[O-])c1,-8,-7,1,8,20,2,-11,28,1,0,-5
COc1cc2[nH]c(=S)n(Cc3ccc(C)o3)c(=O)c2cc1OC,-7,8,3,3,10,-8,-1,14,11,-11,-2
CCc1ccc(-c2nc(CS(=O)CC(=O)NCCCN3CCOCC3)c(C)o2)cc1 (centres undefined),3,5,-9,2,11,10,-1,3,10,-8,-7
Cc1cc(C)n2nc(SC(C)C(=O)Nc3ccccc3F)nc2n1 (centres undefined),1,23,-5,5,-9,-15,1,-4,4,3,3
CC1CCCCN1Cc1c(O)ccc2c(=O)c(-c3ccc(Cl)cc3)coc12 (centres undefined),6,-53,-16,8,-16,-62,-37,-27,-60,-2,2
CCc1ccc(OCC(=O)NC(NC(=S)Nc2ccccc2OC)C(Cl)(Cl)Cl)cc1 (centres undefined),17,3,-6,-1,-1,25,-4,-22,5,-13,3
Cc1cccn2cc(CNC(=O)C3CCCCC3)nc12,-9,-23,-1,-4,-6,20,-31,3,9,5,-2
CSc1nnc(C(C)(C)C)c(=O)n1/N=C/c1ccccc1,7,-1,9,-4,-18,-5,0,0,14,-4,2
CC(=O)NC1(c2ccc(F)cc2)CCN(C(=O)c2c(F)cccc2F)CC1,-16,-25,-8,-1,-9,8,-15,9,-6,-3,7
COc1ccc(OC)c(NS(=O)(=O)c2ccc(NC(=O)C3COc4ccccc4O3)cc2)c1 (centres undefined),27,7,-2,2,14,30,7,13,29,-10,3
CC[N+](CC)(CC#Cc1ccccc1)CC#Cc1ccccc1,12,5,12,1,10,23,6,12,25,-36,-15

# An excerpt; the hit share may differ from the screen's.
